APJ agonist – activates the human apelin receptor APJ | 330,000 compounds, 0.11% hits | activation, % at 20 µM | CHO-K1 APJ PathHunter beta-arrestin, luminescence; 0% DMSO wells, 100% apelin | P35414;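 active = activation more than six SD over the plate average, tested at 20 µM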;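 also: 0% = DMSO alone and 100% = apelin-13 at 10 nM; some results filed as inactive read as strong as hits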
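Assay system: engineered CHO-K1 APJ arrestin reporter cells; Amount: 1000 CHO-K1 reporter cells seeded per well; Dosing: one dose, 20 µM compound, 1% DMSO; Times: compound stimulation 90 min at 25 °C, detection 60 min; Measured by: luminescent beta-gal fragment complementation, chemiluminescent substrate; Read-out: APJ–arrestin association signal; Controls: DMSO vs Apelin-13 10 nM.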
TIM10 inh – inhibits growth of TIM10 yeast strain; AID 463195; 330,000 compounds, 1.4% hits; inhibition, % at 10 µM; S. cerevisiae TIM10 strain growth, BacTiter-Glo luminescence, 24 h;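 active = inhibition of 40% or more at the single tested concentration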;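 also: wild-type TIM10 isogenic control strain grown at permissive 25 °C; 0% = DMSO yeast wells and 100% = minimal medium wells without yeast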
UPR XBP1 act – adaptive UPR (XBP1) activation. 330,000 compounds, 0.33% hits. activation, % at 20 µM. CHO-XBP1 luciferase reporter, IRE1-XBP1 UPR activation, luminescence; percent of tunicamycin response, DMSO as zero. AID 463104;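 active = versus positive control, 20 µM dose yields 30% or more activation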;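 also: 100% = tunicamycin at 10 µg/mL and 0% = DMSO only wells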
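Material: CHO cell line with stable XBP1 luciferase reporter; schedule: 16-18 h cell attachment at 37 °C, then 6 h compound exposure; signal: glow luminescence from Steady-Glo reagent; medium: serum-containing F12 medium, 10% FBS; benchmarks: tunicamycin 10 µg/mL and vehicle-only wells; read-out: percent activation relative to tunicamycin reference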
Mdm2-MdmX inh – disrupts the human Mdm2-MdmX interaction. O15151+Q00987. SaOS-2 split-luciferase Mdm2/MdmX complementation, luminescence. inhibition, % at 8 µM. 330,000 compounds, 3% hits;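 active = inhibition of at least 50% at 8 µM in the primary screen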
Target sequence (O15151 whole entry, looked up): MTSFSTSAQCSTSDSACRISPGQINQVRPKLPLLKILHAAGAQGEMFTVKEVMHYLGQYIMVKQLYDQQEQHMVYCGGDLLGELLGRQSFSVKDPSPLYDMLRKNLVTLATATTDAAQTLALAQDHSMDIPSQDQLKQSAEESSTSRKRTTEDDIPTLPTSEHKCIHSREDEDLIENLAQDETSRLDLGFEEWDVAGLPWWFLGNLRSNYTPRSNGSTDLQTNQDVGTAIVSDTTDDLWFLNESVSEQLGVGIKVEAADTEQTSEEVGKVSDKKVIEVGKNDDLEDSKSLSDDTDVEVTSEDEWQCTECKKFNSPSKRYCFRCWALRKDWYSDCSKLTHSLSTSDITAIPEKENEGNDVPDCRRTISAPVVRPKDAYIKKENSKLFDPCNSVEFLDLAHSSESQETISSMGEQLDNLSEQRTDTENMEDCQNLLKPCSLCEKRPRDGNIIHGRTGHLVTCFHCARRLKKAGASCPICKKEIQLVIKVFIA
Target sequence (Q00987 whole entry, looked up): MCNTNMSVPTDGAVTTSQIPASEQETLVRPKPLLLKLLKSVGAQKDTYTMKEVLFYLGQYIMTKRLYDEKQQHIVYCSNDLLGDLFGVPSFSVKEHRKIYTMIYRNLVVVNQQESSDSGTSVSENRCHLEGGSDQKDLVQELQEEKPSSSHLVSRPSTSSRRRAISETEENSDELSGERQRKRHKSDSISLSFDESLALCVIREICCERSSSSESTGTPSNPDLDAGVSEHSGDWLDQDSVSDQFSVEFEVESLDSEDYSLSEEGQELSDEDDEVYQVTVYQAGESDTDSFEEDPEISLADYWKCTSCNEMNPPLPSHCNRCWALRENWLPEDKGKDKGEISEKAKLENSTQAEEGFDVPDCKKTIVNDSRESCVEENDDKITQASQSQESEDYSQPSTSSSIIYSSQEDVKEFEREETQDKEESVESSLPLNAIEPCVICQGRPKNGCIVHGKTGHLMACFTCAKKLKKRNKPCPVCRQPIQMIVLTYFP
tim10-1 inh – growth inhibitors of tim10-1 mutant yeast. S. cerevisiae tim10-1 ts strain growth, BacTiter-Glo, 24 h. inhibition, % at 20 µM. 330,000 compounds, 2.2% hits. AID 463190;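 active = inhibition of at least 40%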;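 also: mutant grown at 25 °C; 0% = DMSO wells with yeast and 100% = wells holding no yeast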
CHOP UPR activ – activators of apoptotic arm of unfolded protein response (CHOP) | CHO-CHOP luciferase reporter, UPR activation, luminescence; percent of tunicamycin response over DMSO baseline | activation, % at 10 µM | 330,000 compounds, 0.34% hits;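 active = at 10 µM dose, activation of 40% or more, normalized to positive control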;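 also: 100% = tunicamycin at 10 µg/mL and 0% = DMSO alone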
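Dosing – one dose, 10 µM in 0.5% DMSO · System – CHO-CHOP cells, stable luciferase reporter of PERK-eIF2a-CHOP signalling · Input – 500 cells/well · Control set – tunicamycin 10 µg/mL final as positive, DMSO-only wells as negative · Timing – 6 h compound treatment, 37 °C · Measure – % activation vs tunicamycin · Technique – luminescence read with Steady-Glo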
NR3A LBD binder – modulates the human NR3A ligand-binding domain. AID 1259313. NR3A LBD differential scanning fluorimetry, Tm shift; 0% = protein alone, 100% = glycine-bound protein. Tm shift relative to glycine control, % at 25 µM. 340,000 compounds, 2.5% hits;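 active = melting temperature shift of at least 10% of the positive control shift, at one fixed dose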
tim23-1 inh – growth inhibitors of tim23-1 mutant yeast | S. cerevisiae tim23-1 growth, BacTiter-Glo luminescence, 24 h | inhibition, % at 20 µM | 330,000 compounds, 1.3% hits | AID 463212;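 active = growth inhibition of the mutant yeast at or above 50%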;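 also: temperature-sensitive mutant grown at 25 °C; plate controls were DMSO-treated mutant yeast for no effect and medium wells lacking yeast for full effect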
NALP3 yeast inh – inhibitors of NALP3 inflammasome in yeast; Yeast reconstituted NLRP3/ASC/caspase-1, beta-gal luminescence, 24 h; 330,000 compounds, 0.39% hits; inhibition, % at 10 µM;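 active = inhibition of 50% or more; inactive = inhibition below 50%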;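 also: plate controls were induced DMSO wells for no effect and uninduced yeast grown without galactose for full effect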
Active calls of the source: *; / = not tested or not shown.

SMILES	APJ agonist	TIM10 inh	UPR XBP1 act	Mdm2-MdmX inh	tim10-1 inh	CHOP UPR activ	NR3A LBD binder	tim23-1 inh	NALP3 yeast inh
Cc1ccccc1Nc1nc(N)nc(CN2CCN(C(=O)c3ccccc3)CC2)n1	-4	10	5	16	6	-2.8	-2	3	12
Fc1ccc(-n2c(Cn3nnc4ccccc43)n[nH]c2=S)cc1	-1	7	1	7	5	-0.4	1	6	20
Fc1ccccc1CSc1nncn1NC/C=C/c1ccccc1	-1	14	3	12	18	0.4	-1	25	18
CCN(Cc1ccccc1)S(=O)(=O)c1ccc(C(=O)N(CCCN(C)C)c2nc3cc4c(cc3s2)OCO4)cc1	-3	-48	0	73*	26	2.3	2	12	25
Cc1ccc(S(=O)(=O)N[C@H](C(=O)OCC(=O)NC(=O)Nc2ccc3c(c2)OCCO3)C(C)C)cc1	-4	16	-2	8	26	0.2	-5	9	5
Cc1nnc(SCc2cccc(Oc3ccccc3)c2)n1N	-4	4	-1	-14	12	1.2	0	-2	1
O=c1[nH]c2cccnc2c2ccsc12	-3	-1	-1	24	-16	-0.9	-3	-10	-1
O=C(Cc1c[nH]c2ccccc12)NCc1cccs1	-3	13	-2	-6	-12	1.7	-2	10	12
O=C(CCC(=O)NC1CCN(Cc2ccccc2)CC1)NCc1ccco1	0	-3	0	9	18	-1.3	2	7	-6
Cc1cccc(C2(c3cccc(C)c3)OC(=O)c3ccccc32)c1	-5	17	-1	44	17	-1.8	-2	11	-80
Cc1nc(SCC(=O)O)c(C#N)c(C)c1CC(=O)c1ccccc1	-2	11	-2	11	-6	0.6	0	6	0
COc1cc(CCC(=O)N2CCN(S(=O)(=O)c3ccc(C)cc3)CC2)cc(OC)c1OC	-3	8	0	7	5	-2.7	0	-11	2
CC(=O)NS(=O)(=O)c1ccc(NS(=O)(=O)c2ccccc2[N+](=O)[O-])cc1	-2	20	-1	-19	-16	0.8	-3	13	7
CCOC(=O)Cc1csc(NC(=O)c2csc3c2CCCC3)n1	-4	19	0	6	21	0.9	1	30	30
O=C(c1ccco1)N1CCN(c2ncnc3c2oc2ccccc23)CC1	5	32	1	-86	16	5.7	-3	25	-4
CC(=O)c1ccc(N2CCN(c3ccc4cc(S(=O)(=O)N5CCC(C)CC5)ccc4n3)CC2)cc1	17	9	22	61*	-7	14	-2	-2	2
O=C(CN1CCOCC1)Nc1cccc(Cl)c1Cl	1	-9	2	-9	11	-0.6	-2	0	3
COc1ccccc1Nc1ncnc2c1oc1ccccc12	-6	-12	6	-52	4	2.0	-1	-11	7
CCN(CC(=O)Nc1ccccc1C(F)(F)F)C(=O)C1CSC2(C)CCC(=O)N12 (stereo unspecified)	10	10	-1	9	-3	1.5	3	14	13
COC(=O)c1ccc(NC(=O)c2ccc[n+]([O-])c2)cc1	-1	8	-3	15	-11	3.3	0	-3	7
O=[N+]([O-])c1ccc(Nc2nc(NCCO)nc(N3CCCC3)n2)cc1	3	6	0	25	37	1.3	-43	8	23
COc1ccc(NC(=O)C(C)N(c2ccc(C)cc2)S(C)(=O)=O)cc1 (stereo unspecified)	-2	5	0	-6	12	0.8	-1	10	1
COC(=O)Nc1nn(-c2ccc(Cl)cc2)c(=O)c(C#N)c1C	2	-1	2	17	9	3.2	0	17	-2
CC1(c2ccc(OC(F)F)cc2)NC(=O)N(CC(=O)c2ccc3c(c2)OCO3)C1=O (stereo unspecified)	1	26	-3	-18	17	1.3	2	27	15
COc1cc2nc(CN3CCN(S(=O)(=O)c4c(F)cccc4F)CC3)[nH]c(=O)c2cc1OC	0	-5	-1	-5	0	-0.4	1	-4	20
COC(=O)Cn1c(=NC(=O)c2cc(OC)cc(OC)c2)sc2cc(OC)ccc21	-4	-2	-2	-11	9	-1.1	-9	1	26
O=C(O)COCc1nc2ccccc2s1	-7	-16	0	6	-15	0.9	0	-7	9
CN(CC(=O)Nc1ccc(C(N)=O)cc1)CC(=O)Nc1ccccc1Br	-2	-10	-1	7	-6	1.2	0	5	4
COc1ccc(CCNS(=O)(=O)CC23CCC(CC2=O)C3(C)C)cc1OC (stereo unspecified)	-2	4	-6	14	12	1.0	-2	6	9
Oc1ccccc1Oc1c(F)c(F)nc(N2CCCC2)c1F	0	39	4	-13	38	-0.9	-4	37	24

Single records, as listed above:
Listed for Cc1ccc(S(=O)(=O)N[C@H](C(=O)OCC(=O)NC(=O)Nc2ccc3c(c2)OCCO3)C(C)C)cc1 = APJ agonist = -4; TIM10 inh = 16; UPR XBP1 act = -2; Mdm2-MdmX inh = 8; tim10-1 inh = 26; CHOP UPR activ = 0.2; NR3A LBD binder = -5; tim23-1 inh = 9; NALP3 yeast inh = 5
Listed for Fc1ccc(-n2c(Cn3nnc4ccccc43)n[nH]c2=S)cc1 = APJ agonist = -1; TIM10 inh = 7; UPR XBP1 act = 1; Mdm2-MdmX inh = 7; tim10-1 inh = 5; CHOP UPR activ = -0.4; NR3A LBD binder = 1; tim23-1 inh = 6; NALP3 yeast inh = 20
Listed for O=[N+]([O-])c1ccc(Nc2nc(NCCO)nc(N3CCCC3)n2)cc1 = APJ agonist = 3; TIM10 inh = 6; UPR XBP1 act = 0; Mdm2-MdmX inh = 25; tim10-1 inh = 37; CHOP UPR activ = 1.3; NR3A LBD binder = -43; tim23-1 inh = 8; NALP3 yeast inh = 23

More structures
SMILES	APJ agonist	TIM10 inh	UPR XBP1 act	Mdm2-MdmX inh	tim10-1 inh	CHOP UPR activ	NR3A LBD binder	tim23-1 inh	NALP3 yeast inh
S=C(c1ccc2c(c1)OCO2)N1CCOCC1	-1	16	2	28	11	0.2	-2	18	14
COc1ccccc1C(=O)NCC(=O)OCC(=O)NNC(=O)c1ccc(Br)cc1	-4	-6	3	17	-10	-0.9	-2	-19	3
COc1ccc(NC2CCCN(Cc3cccc4cnccc34)C2)cc1OC (stereo unspecified)	0	-5	-2	17	13	0.3	-3	17	4
Cc1ccc(C(=O)CN(CCC(=O)O)S(=O)(=O)c2ccc([N+](=O)[O-])cc2)cc1	10	12	-3	-12	0	1.6	-1	15	6
Cc1ccc(CN(c2ccc(C(=O)N3CCc4ccccc4C3)cc2)S(C)(=O)=O)cc1	-3	33	0	-24	24	0.2	4	31	8
CCCC(=O)Nc1nc2nc(-c3ccccc3)cc(-c3ccccc3)n2n1	2	14	2	-12	17	1.5	-2	-2	11
COc1ccc(C(=O)NCC(=O)OCc2ccc([N+](=O)[O-])cc2)cc1	-1	13	0	-1	1	-4.3	-1	-2	-4
CCOC(=O)CSc1nc(N)c(C#N)c(-c2ccc(OCC)cc2)c1C#N	-6	6	0	16	6	-1.1	-35	4	8
CCCCn1c(N)c(N(CC(C)C)C(=O)CCCc2nc3ccccc3c(=O)[nH]2)c(=O)[nH]c1=O	12	-1	-1	14	18	-0.3	0	4	22
O=C(OC1CCOC1=O)c1cc(-c2ccccc2)nc2ccccc12 (stereo unspecified)	-6	20	-1	8	38	-0.5	-7	40	9
O=C(COc1ccc(S(=O)(=O)NC2CCCCC2)cc1)NCc1ccccn1	-1	6	-3	7	-1	-0.9	2	14	6
Cc1ccc(CNC(=O)CSc2n[nH]c(N)n2)cc1	4	6	-1	-17	0	-0.3	2	13	2
O=C(COc1ccc2c(c1)CCC2)N1CCN(c2ccccc2F)CC1	-1	0	-2	18	3	-0.4	-8	19	13
CCN(C(=O)Cc1c(C(=O)O)[nH]c2ccccc12)c1ccc(OC)cc1	-3	1	-3	22	-5	0.7	0	6	6
O=C(CSc1cccc2cccnc12)N/N=C/c1ccc(O)cc1	-1	14	1	2	-5	-1.6	-3	10	-2
Cc1ccnc2nc(C(=O)OCCOc3cccc(Br)c3)nn12	1	19	2	-24	30	0.5	0	20	13
O=C(/C=C/c1ccc(S(=O)(=O)N2CCOCC2)cc1)NCc1ccccc1F	-2	6	-3	-16	26	1.1	-1	9	-5
COCCNC(=O)c1ccc(-n2c(SCc3cc(F)ccc3F)nc3ccccc3c2=O)cc1	3	8	6	20	13	2.5	-4	16	26
CCc1nn(CC(=O)N2CCN(CC)CC2)c(=O)c2cc3sccc3n12	-2	-3	1	2	4	0.1	2	-13	6
O=C(NCc1cccnc1)C1CC(c2ccccc2Cl)=NO1 (stereo unspecified)	-3	-2	0	6	15	2.8	-1	16	18
Cc1ccc(S(=O)(=O)Nc2cccc(C(=O)N3CCCC3)c2)cc1F	2	-10	-3	21	0	-0.6	0	3	13
O=C(COC(=O)c1ccco1)Nc1cccc(S(=O)(=O)N2CCCCC2)c1	0	4	-1	7	8	1.3	2	4	9
Cc1ccc(NC(=O)Cn2c(CCC(=O)O)ccc2-c2cccs2)cc1Cl	-3	2	-4	4	5	-0.5	0	15	20
CCc1cc2c(=O)n(CC(=O)NC3CCCCC3)cnc2s1	-5	-2	-5	25	-17	-1.2	1	14	11
C=CCC(C#N)(c1ccc(OC)c(OC)c1)c1cnccn1 (stereo unspecified)	1	2	0	-26	6	-1.5	-2	4	11
COc1cccc(/C=C2\SC(=S)NC2=O)c1OS(=O)(=O)c1ccc(NC(C)=O)cc1	-1	3	1	17	10	4.0	6	1	15
COc1ccc(NC(C)=O)cc1S(=O)(=O)NCCc1ccccn1	-2	-4	0	-1	6	-0.4	2	12	3
O=C(CSc1nc2ccccc2o1)N1CCN(S(=O)(=O)c2ccc3ccccc3c2)CC1	-3	2	-2	29	37	4.3	-1	16	9
COC(=O)Cc1c(C)c2ccc(OCc3nn[nH]n3)cc2oc1=O	-5	-7	-1	18	3	-0.6	1	1	-5
COc1ccccc1C(=O)NCCn1ccc2ccccc21	-4	-9	-1	10	17	0.6	-3	17	25
CC(=O)Nc1cccc(NC(=O)CSc2nnc(Cc3cccn3C)n2-c2ccc(C)cc2)c1	-4	12	2	-4	13	-1.3	-2	3	2
Cc1cc(=O)oc(C)c1C(=O)N1CCCc2ccccc21	-3	15	-1	-23	11	0.2	0	11	-1
COC(=O)[C@@]1(Cc2ccc(OC)cc2)[C@H]2c3cc(C(=O)N(C)C)n(Cc4c(CO)[nH]cc(C)c4=O)c3C[C@H]2CN1C(=O)c1ccccc1	-3	10	2	-38	6	2.5	0	11	8
COCCCNCCOc1ccc(C)cc1[N+](=O)[O-]	1	-7	2	-18	4	1.1	-5	9	10
O=C(COc1ccccc1[N+](=O)[O-])NCC1COc2ccccc2O1 (stereo unspecified)	-7	-12	1	8	-7	0.0	0	21	26
Cc1ccc(-c2nn(CC(N)=O)c(=O)c3ccccc23)cc1S(=O)(=O)N(C)C	-1	6	0	-7	6	-1.4	1	7	14
O=C(C[C@@H]1C/C=C\CC[C@H](Cc2ccc(F)cc2)C(=O)OC[C@@H]2CCCN2C1=O)N[C@H](CO)Cc1ccccc1	8	12	-2	7	26	1.8	0	24	20
N#CC1=C2C=CC=CN2CC1=O	-4	-11	-1	27	-2	-1.4	1	-5	14
COc1cc(NC(=O)c2ccco2)c(OC)cc1NC(=O)CCC(=O)Nc1cc(C)ccc1C	-2	14	-2	21	-12	0.8	-1	10	5
O=C(O)C1CCN(C(=O)CSc2nc3ccccc3s2)CC1	0	-1	-1	13	-5	-1.1	-1	4	-9
COc1ccc(N(Cc2cc(=O)[nH]c3ccccc23)C(C)=O)cc1	-2	-5	1	19	2	0.1	/	3	6
